# Source: PubChem (National Center for Advancing Translational Sciences (NCATS))
# Tb PYK inh: blocks Trypanosoma brucei pyruvate kinase. AID 624173. TbPYK enzyme, Kinase-Glo Plus ATP luminescence, 45 min. Potency, µM (top dose mostly 76.8 µM), for inactives: at the top dose activity, negative = inhibition, actives largely listed as inhibitors. actives 0.12% (n = 410,000); further: potency means the concentration at half of the fitted maximal effect; on the % scale 0 is the no-effect control and ±100 the full control effect; nearly all actives have a fitted effect of over 50% in size
#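 TbPYK + substrate in 50 mM TEA pH 7.2, 100 mM KCl, 10 mM MgCl2, 0.05% BSA, 0.01% Tween-20; cpd pinned; ADP 130 uM final; 45 min RT; Kinase-Glo Plus 10 min; luminescence endpoint.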
# CHX counter: counter-screen for Shiga toxin inhibitors: cycloheximide protein synthesis inhibition | AID 2314 | cell reporter, cycloheximide protein synthesis inhibition counterscreen | actives 12% (n = 300,000) | max response, %; in the data active means max response mostly above about 13%, no sharp cut-off; inactive means mostly below about 14%; further: read at 38.3 µM for the half of the compounds with a filed dose; 0% is about no effect
# Pf growth 48h: inhibits P. falciparum growth in the first generation, 48 h | P. falciparum luciferase growth in erythrocytes, 48 h | Potency, µM (doses to about 28.7 µM), inactives show at the highest dose activity change, negative = inhibition, most hits filed as inhibitors | actives 5.9% (n = 310,000); further: potency means the concentration at half of the fitted maximal effect; on the % scale 0 is the no-effect control and ±100 the full control effect
#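 In quantitative HTS format, infected erythrocytes bearing luciferase-reporter parasites were treated for a single generation at 37 C. Luminescence after adding detection reagent served as the growth measure.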
# LmPK inh: blocks Leishmania mexicana pyruvate kinase activity; purified LmPK, Kinase-Glo ATP luminescence, 1 h; Potency, µM (doses to about 57.5 µM), inactives show top-dose activity change, negative = inhibition, usual class: inhibitors; actives 0.37% (n = 290,000); AID 1721; further: potency means the concentration at half of the fitted maximal effect; on the % scale 0 is the no-effect control and ±100 the full control effect
# Target sequence (Q27686 whole entry, looked up): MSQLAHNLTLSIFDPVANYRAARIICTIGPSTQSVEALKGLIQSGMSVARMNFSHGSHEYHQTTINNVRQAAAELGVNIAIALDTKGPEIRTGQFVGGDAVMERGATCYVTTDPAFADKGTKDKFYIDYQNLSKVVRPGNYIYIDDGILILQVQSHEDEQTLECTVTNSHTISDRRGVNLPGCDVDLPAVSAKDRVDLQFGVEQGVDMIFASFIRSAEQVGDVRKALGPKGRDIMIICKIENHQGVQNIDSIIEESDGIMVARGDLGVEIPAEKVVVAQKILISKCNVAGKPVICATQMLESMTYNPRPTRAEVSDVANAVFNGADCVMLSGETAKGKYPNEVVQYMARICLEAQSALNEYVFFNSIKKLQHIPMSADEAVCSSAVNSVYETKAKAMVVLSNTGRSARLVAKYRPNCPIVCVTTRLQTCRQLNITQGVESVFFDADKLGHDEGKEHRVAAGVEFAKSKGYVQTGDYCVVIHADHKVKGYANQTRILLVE
#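 ATP generated from ADP (0.1 mM) and PEP (0.5 mM) by 0.1 nM LmPK over 1 h at room temperature (pH 7.2 imidazole buffer) was detected by coupled luciferase luminescence. Values were normalized to uninhibited and no-enzyme wells.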
# Shiga inhibitor: Shiga toxin inhibition; inhibition, % at 38.7 µM; actives 9.2% (n = 290,000); Vero cells, Shiga toxin protein synthesis inhibition reporter; in the data active means inhibition mostly above about 28%, no sharp cut-off; inactive means mostly below about 43%; further: 0% is about no effect
# Pf growth 96h: P. falciparum growth inhibition at 96 hour, primary screen for plastid delayed-death inhibitors; P. falciparum luciferase reporter growth, 96 h; Potency, µM (titrated, usually from 28.7 µM), without a hit: at the highest dose activity change, negative = inhibition, actives largely listed as inhibitors; actives 6.9% (n = 320,000); further: potency means the concentration at half of the fitted maximal effect; on the % scale 0 is the no-effect control and ±100 the full control effect
#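 Readout is luminescence from an integrated firefly luciferase in P. falciparum. Red cells, 2% hematocrit and 0.05% parasitemia final, were cultured with compound through two parasite generations (96 hours) at 37 C, 5% CO2.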
# HCV inhibitor: HCV inhibition; Huh7.5.1 HCVcc-Cre infection, luciferase reporter, 44 h; Potency, µM (top dose mostly 41.8 µM), inactives show at the highest dose activity change, negative = inhibition, actives largely listed as inhibitors; actives 3.4% (n = 340,000); AID 651820; further: potency means the concentration at half of the fitted maximal effect; on the % scale 0 is the no-effect control and ±100 the full control effect
#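 Infectious HCVcc-Cre (~0.5 moi) was added to cells just after compound, with cells seeded 4 h earlier at 1,000 per well. Luciferase activity after 44 h culture reported infection; substrate was incubated 15 min at room temperature before reading.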
# Starred values were filed as active, the others as inactive; ? = inconclusive; nt = not tested or not shown; [ ] = dose if it differs, or a comment. Unless noted, the call rests on the fitted dose curve; in most records, active means well fitted curve in the direction sought with a large enough effect; inconclusive means small, poorly fitted or top-dose-only effect, or another doubt; inactive means no such curve, though single readings can be large; an effect the other way counts as inactive or inconclusive.
1	Cc1ccc(C)c(-n2nnnc2SCC(=O)NCCC2=CCCCC2)c1
2	CCc1cc2c(=O)c(-c3nc4ccccc4[nH]3)coc2c(CN2CCCCC2)c1O
3	Cc1ccc(/C=C/C(=O)NC(=S)Nc2ccc(S(=O)(=O)Nc3cc(C)on3)cc2)cc1
4	Cn1cccc1CC(=O)N/N=C\c1cccs1
5	O=S(=O)(Nc1ccc2c(c1)OCO2)c1ccc(Cl)cc1F
6	COc1ccccc1N(CC(=O)NC1CCCCC1)C(=O)c1cnn(C(C)C)c1
7	O=C(O)c1cc(-c2ccc(/C=N/N3C(=O)C4C5C=CC(C6CC56)C4C3=O)o2)ccc1Cl (configuration not stated)
8	COCCN(Cc1cc2cc3c(cc2nc1Cl)OCO3)C(=O)Nc1ccccc1OC

screen / no.,1,2,3,4,5,6,7,8
Tb PYK inh,-9%,5%,9%,2%,-9%,-2%,1%,-6%
CHX counter,2,27*,-5,9,nt,-1,-2,-2
Pf growth 48h,?,-16%,-13%,-17%,-5%,?,7%,0%
LmPK inh,0%,6%,-9%,0%,nt,2%,1%,1%
Shiga inhibitor,-12,35,-6,16,nt,-4,8,-6
Pf growth 96h,-5%,6%,-22%,?,13%,?,6%,?
HCV inhibitor,?,?,29%,8%,-9%,0%,10%,?

9	COc1ccc(CNC(=O)c2coc(=O)c3ccccc23)cc1
10	CC(CCc1ccccc1)NC(=O)COc1ccc(S(=O)(=O)N2CCOCC2)cc1[N+](=O)[O-] (configuration not stated)
11	O=C(NCc1ccccc1)C1CCCN(S(=O)(=O)c2cccnc2)C1 (configuration not stated)
12	CCOC(=O)N/N=C/c1c(C)c(C(=O)c2ccc(F)cc2)n2ccccc12
13	COc1ccc(N2C(=O)CS/C2=C\[N+](=O)[O-])cc1
14	CC(C)c1ccc(S(=O)(=O)N2CCCCC2)cc1
15	CCC(=O)Nc1cccc(Br)c1
16	COc1cccc(NC(=O)Nc2ccncc2)c1

screen / no.,9,10,11,12,13,14,15,16
Tb PYK inh,-1%,5%,6%,-5%,-5%,7%,3%,-1%
CHX counter,10,3,-3,1,2,0,1,17*
Pf growth 48h,-10%,?,20%,?,3%,-19%,13%,10µM*
LmPK inh,2%,0%,0%,1%,1%,-2%[11.5 µM],-2%,-13%
Shiga inhibitor,28,-7,-10,3,16,-6,1,23
Pf growth 96h,?,?,0%,-70%,?,?,?,-6%
HCV inhibitor,7%,-15%,15%,20%,7%,16%,3%,-8%

17	Cc1cc(-c2ccccc2)nc(N/N=C/c2ccc([N+](=O)[O-])cc2)n1
18	Cc1ccc(-c2nn(Cc3ccccc3)cc2C(=O)N2CCN(c3ccccn3)CC2)cc1
19	CCCCNS(=O)(=O)c1ccc2nc(-c3cccnc3)cc(C(=O)NCCCOCC)c2c1
20	Cn1c(SCC(=O)c2ccc3c(c2)NC(=O)CO3)nc2ccccc21
21	CC(=O)Nc1ccc(S(=O)(=O)N2CCC(c3nnc(-c4ccc(C)cc4)o3)CC2)cc1
22	Oc1ccc(NC(=S)N=Nc2c(O)[nH]c3ccccc23)cc1
23	CCCc1nc(NCc2ccncc2)c2nnn(Cc3ccccc3F)c2n1
24	Cc1ccc2c(C)c(C(=O)N3CCN(Cc4ccc5c(c4)OCO5)CC3)oc2c1C

screen / no.,17,18,19,20,21,22,23,24
Tb PYK inh,-9%,-2%,1%,-2%,?,0%,2%,5%
CHX counter,-2,nt,7,-3,1,20,-2,32*
Pf growth 48h,0%,13µM*,14%,28%,?,-5%,?,?
LmPK inh,1%,nt,3%,6%,12%,-1%,3%,7%
Shiga inhibitor,-5,nt,-6,-5,-1,51*,2,75*
Pf growth 96h,?,?,?,30%[activator],?,37%[activator],-2%,?
HCV inhibitor,10µM*,-14%,nt,-1%,-9%,?,?,11µM*

25	COCCN(Cc1ccccc1)C(=O)C1CCN(S(=O)(=O)c2ccc3c(c2)OCCO3)CC1
26	CS(=O)(=O)c1ccc(C(=O)N(CCc2ccccc2)Cc2ccccc2)cc1
27	CC(C)CCn1cnc2c(NCc3ccccc3)ncnc21
28	C/C(=N\NC(=O)CN1CCN(S(=O)(=O)c2ccc(C)cc2)CC1)c1ccncc1
29	O=C(CN1CCC(n2nnc3cc(F)ccc32)CC1)NC1CC1
30	Cc1cc(C)c(S(=O)(=O)N(C)CC(=O)NCCCn2ccnc2)c(C)c1
31	COc1cc(/C=C2/NC(=O)NC2=O)cc(Br)c1OCc1cccc(C(=O)O)c1
32	CS(=O)(=O)N1CCN(c2ncnc3c2cnn3-c2ccccc2)CC1

screen / no.,25,26,27,28,29,30,31,32
Tb PYK inh,1%,3%,-12%,-2%,-12%,4%,0%,3%
CHX counter,nt,12,29*,-1,-3,-3,-3,6
Pf growth 48h,?,-9%,nt,18%,27%,13%,17%,26%
LmPK inh,nt,-8%,1%,-1%,-6%,4%,-11%,-7%
Shiga inhibitor,nt,8,37,-6,-10,22,9,7
Pf growth 96h,12µM*,38%[activator],-29%,?,3%,-20%,13%,-7%
HCV inhibitor,-1%,-7%,10%,5%,12%,16%,10%,9%

33	Cc1cc(S(=O)(=O)n2cnc3ccccc32)c(C)cc1Cl
34	COc1cc(SC)ccc1C(=O)OCC(=O)NC1CC1
35	C#CCSc1nc2[nH]ncc2c(=O)[nH]1
36	Cc1cc(N2CCN(C3CCCCC3)CC2)n2nc(C)nc2n1
37	CCCN(C(=O)C1CC(=O)N(c2ccccc2C(C)CC)C1)C1CCS(=O)(=O)C1 (configuration not stated)
38	Cc1ccc(C)c(NS(=O)(=O)c2ccccc2C)c1
39	C[C@H](NC(=O)c1nc[nH]c1C(=O)N[C@@H](CCCCNC(=O)OC(C)(C)C)C(=O)OC(C)(C)C)C(=O)OCc1ccccc1
40	O=S(=O)(O)c1cc(OS(=O)(=O)c2ccccc2)cc2ccccc12

screen / no.,33,34,35,36,37,38,39,40
Tb PYK inh,3%,-10%,14%,2%,1%,-6%,-4%,-4%
CHX counter,-1,26*,-2,-3,nt,-2,10,3
Pf growth 48h,-1%,18%,3%,31%[activator],9%,6%,?,6%
LmPK inh,0%,2%,0%,-3%,nt,-5%,0%,-2%
Shiga inhibitor,2,48,-4,-13,nt,-4,3,1
Pf growth 96h,20%,34%[activator],3%,?,-3%,-11%,17%,0%
HCV inhibitor,8%,-8%,6%,-6%[8.37 µM],33%[activator],-2%,18%,16%

# Whole records as entered above. Order of values: Tb PYK inh	CHX counter	Pf growth 48h	LmPK inh	Shiga inhibitor	Pf growth 96h	HCV inhibitor
# Oc1ccc(NC(=S)N=Nc2c(O)[nH]c3ccccc23)cc1 is listed with 0%	20	-5%	-1%	51*	37%[activator]	?
# CCOC(=O)N/N=C/c1c(C)c(C(=O)c2ccc(F)cc2)n2ccccc12 is listed with -5%	1	?	1%	3	-70%	20%
# COCCN(Cc1cc2cc3c(cc2nc1Cl)OCO3)C(=O)Nc1ccccc1OC is listed with -6%	-2	0%	1%	-6	?	?
# O=S(=O)(O)c1cc(OS(=O)(=O)c2ccccc2)cc2ccccc12 is listed with -4%	3	6%	-2%	1	0%	16%

# Next section
41	O=C(NC1CCCC1)C1CCN(C(=O)c2cccc(Cl)c2)CC1
42	COC(=O)c1scc(C)c1S(=O)(=O)Nc1ccc(C)cc1
43	CC(=O)Oc1ccc(C)cc1
44	Cc1nn(C)cc1CNC(=O)c1ccc(Br)o1
45	C/C(=N/NC(=O)c1cccc(C)c1)c1c(O)cc(C)oc1=O
46	Cc1ccccc1[C@@H]1C(C#N)=C(N)S[C@H]1C(=O)c1ccccc1
47	COc1ccc(/C=C/C(=O)Nc2ccc(NC(C)=O)cc2)cc1S(=O)(=O)N1CCOCC1
48	CC1CCCCC1n1c(=S)[nH]c2ccccc2c1=O (configuration not stated)

screen / no.,41,42,43,44,45,46,47,48
Tb PYK inh,-2%,?,0%,0%,-1%,-6%,-1%,-21%
CHX counter,-2,-1,nt,4,31*,8,2,-5
Pf growth 48h,9%,?,-13%,40%[activator],27%,nt,?,?
LmPK inh,-2%,3%,nt,-3%,-1%,-3%,1%,4%
Shiga inhibitor,7,27,nt,-7,61*,4,17,-23
Pf growth 96h,1%,12µM*,-15%,nt,21%,8%,?,15%
HCV inhibitor,8%,0%,nt,9%,-19%,?,-16%,-14%

49	COc1ccc(S(=O)(=O)N2CCOC23CCN(S(=O)(=O)c2cc(C)ccc2C)CC3)cc1
50	COC(=O)C1=C(c2cccc(C#N)c2)C[C@@H]2CC[C@H]1N2C(=O)N1CCCC1
51	CN1CCN(c2ccc(CNS(=O)(=O)c3ccc(Cl)cc3)cc2)CC1
52	O=C(C1CCC(=O)N1Cc1cccs1)N1CCOCC1 (configuration not stated)
53	CC(C)C(NC(=O)CN(c1cccc(F)c1)S(C)(=O)=O)C(C)C
54	NC(=S)N/N=C/c1cc([N+](=O)[O-])ccc1OCCOc1ccccc1
55	COc1ccccc1C(CCNCc1ccccc1)c1ccc(OC(C)C)cc1 (configuration not stated)
56	CC1CCCC(C)N1/N=C/c1cccc(Br)c1 (configuration not stated)

screen / no.,49,50,51,52,53,54,55,56
Tb PYK inh,-2%,3%,-1%,3%,2%,1%,-5%,1%
CHX counter,nt,nt,-2,-7,-1,-2,-7,-3
Pf growth 48h,0%,-20%,-8%,9%,5%,nt,?,23%
LmPK inh,nt,nt,-8%,-7%,-2%,3%,0%,1%
Shiga inhibitor,nt,nt,-13,20,11,-13,-11,-7
Pf growth 96h,2%,11%,5%,32%[activator],1%,-25%,?,10%
HCV inhibitor,16%,9%,-18%,24%,-3%,-19%,?,9%

57	Cc1ccc(OCC(=O)NCCCNC(=O)c2ccccn2)cc1C
58	CN(c1ccccc1C(=O)NCc1ccccc1Cl)S(=O)(=O)c1ccccc1
59	Cc1sc(NC(=O)CSc2nnnn2C2CCCCC2)c(C#N)c1C
60	CCCS(=O)(=O)N1CCC(C(=O)NCc2cccnc2)CC1
61	CCN(CC(=O)Nc1ccc(NC(C)=O)cc1)C(=O)/C=C/c1c(C)nn(-c2ccc(F)cc2)c1C
62	Cc1nnc(SCC(=O)N(C(C)C)C(C)C)[nH]c1=O
63	COc1nc(N)c(S(=O)(=O)c2ccc(C)cc2)cc1C#N
64	CCN(CC)CCNC(=O)/C(=C/c1cn(C)c2ccccc12)NC(=O)c1ccc(OC)c(OC)c1
65	Clc1ccc(C2[C@H]3CN(CC4CCCCC4)[C@H](c4ccccc4)C34CC2(c2ccccc2)C4)cn1 (some centres not stated)

screen / no.,57,58,59,60,61,62,63,64,65
Tb PYK inh,-5%,-5%,-1%,6%,-2%,-1%,-1%,0%,-8%
CHX counter,7,5,-2,5,-2,-1,-1,-1,-3
Pf growth 48h,-13%,0%,41%[activator],-1%,?,?,?,-3%,?
LmPK inh,-4%,6%,3%,1%,-8%,5%,2%,3%,0%
Shiga inhibitor,-18,nt,-19,6,7,-3,-1,15,3
Pf growth 96h,220%[activator],?,39%[activator],132%[activator],?,-9%,?,13%,?
HCV inhibitor,15%,-3%,-2%,18%,1%,6%,21%,12%,13%
